HIF activator – HIF pathway transcriptional activators, primary screen, cell-based, U2OS HRE-luciferase, luminescence; activation, % at 7.5 µM (by protocol); AID 1910, 2009; hit rate 0.32% among 300,000; U2OS HRE-luciferase reporter; normalized: DMSO 0%, desferrioxamine 100%;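 active = mean activation of at least 10% of the iron chelator positive control signal, with at least half of replicates also reaching 10%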
RGS4 block – RGS4 inhibitors, primary screen, cell-based, HEK293 M3R inducible RGS4, calcium flux | Regulator of G-protein signaling 4 (Homo sapiens), P49798 | Fluo-4 calcium flux; hits give high values; triggered by carbachol at its EC20 | B-score at 10 µM | hit rate 0.45% among 310,000;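 active = B-score, a plate-corrected calcium signal, over three deviations above library mean, with baseline fluorescence within five deviations of library mean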;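 also: RGS4 expression induced by doxycycline in cells with stable M3 receptor; B-score is computed from the integrated fluorescence ratio over baseline after carbachol; higher B-score means a larger calcium signal and so more RGS4 inhibition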
Target sequence (P49798 whole entry, looked up): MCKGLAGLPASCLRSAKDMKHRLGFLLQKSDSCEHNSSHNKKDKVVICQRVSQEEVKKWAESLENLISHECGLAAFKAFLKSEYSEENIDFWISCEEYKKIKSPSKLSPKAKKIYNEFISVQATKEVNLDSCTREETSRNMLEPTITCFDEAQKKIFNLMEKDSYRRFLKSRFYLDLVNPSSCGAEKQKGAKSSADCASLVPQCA
MrgX1 agonist – agonists of human MrgX1 receptor, primary screen, HEK293 cells, Fluo-4 calcium flux | Mas-related G-protein coupled receptor member X1 (Homo sapiens), Q96LB2 | Fluo-4 calcium fluorescence, agonist mode; hits give high values | B-score at 10 µM | hit rate 0.44% among 310,000;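 active = calcium response B-score plate-corrected fluorescence ratio at least 3 library SD, with starting fluorescence B-score inside 5 SD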
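times = overnight plating, then 30 min 37 °C plus 30 min room-temperature dye loading | assay system = stable human MrgX1 HEK293 cell line | input = fifteen thousand cells per well | signal = kinetic calcium dye fluorescence, Fluo-4 NW | dosing = compound delivered in addition one of three | read-out = B-scored fluorescence response ratio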
Platelet DG rel – inhibitors of platelet dense granule secretion, primary screen, cell-based, MLPCN, human platelets | inhibition, %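 (compounds screened at 7.5 µM in platelet-rich plasma)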 | hit rate 0.22% among 300,000 | human platelet-rich plasma, SFLLRN dense granule ATP release, luminescence;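 active = mean replicate score, as percent of positive control, at or above 50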
TRPC6 inh – mouse TRPC6 channel inhibitors, primary screen, cell-based, HEK293, membrane potential dye; Short transient receptor potential channel 6 (Mus musculus), Q61143; B-score at 10 µM; ACh-evoked depolarization; hits give low values; hit rate 1.1% among 310,000;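 active = B-score under library mean minus 3 SD, initial fluorescence not abnormally high, positive integrated signal ratio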;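 also: B-score derived from integrated fluorescence ratio over the kinetic read; more negative B-score means stronger inhibition of depolarization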
Target sequence (Q61143 whole entry, looked up): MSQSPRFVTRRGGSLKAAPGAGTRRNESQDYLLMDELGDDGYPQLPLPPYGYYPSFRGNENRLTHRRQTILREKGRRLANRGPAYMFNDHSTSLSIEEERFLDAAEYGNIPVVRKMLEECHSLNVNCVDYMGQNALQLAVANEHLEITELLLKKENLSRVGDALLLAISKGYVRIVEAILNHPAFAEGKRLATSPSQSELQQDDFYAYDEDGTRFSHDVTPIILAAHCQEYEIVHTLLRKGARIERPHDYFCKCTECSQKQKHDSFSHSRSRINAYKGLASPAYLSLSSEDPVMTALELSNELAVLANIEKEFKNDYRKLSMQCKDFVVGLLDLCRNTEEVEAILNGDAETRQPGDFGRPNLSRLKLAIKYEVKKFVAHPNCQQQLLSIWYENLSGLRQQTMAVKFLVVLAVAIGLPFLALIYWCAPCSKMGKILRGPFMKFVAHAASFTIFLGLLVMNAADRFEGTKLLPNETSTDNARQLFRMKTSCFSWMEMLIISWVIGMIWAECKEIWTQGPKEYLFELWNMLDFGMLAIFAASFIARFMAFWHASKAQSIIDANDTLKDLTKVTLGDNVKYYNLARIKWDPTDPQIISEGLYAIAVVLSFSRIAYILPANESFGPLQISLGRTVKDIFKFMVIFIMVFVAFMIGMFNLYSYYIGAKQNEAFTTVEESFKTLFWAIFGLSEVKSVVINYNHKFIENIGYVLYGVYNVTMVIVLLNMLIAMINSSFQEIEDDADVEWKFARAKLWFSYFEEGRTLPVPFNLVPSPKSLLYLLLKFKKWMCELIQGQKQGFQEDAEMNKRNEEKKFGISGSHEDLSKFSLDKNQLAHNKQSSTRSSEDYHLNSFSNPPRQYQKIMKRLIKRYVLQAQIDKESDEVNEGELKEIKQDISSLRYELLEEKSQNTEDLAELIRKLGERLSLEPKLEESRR
TRPC4 block – inhibitors of mouse TRPC4 channel, primary screen, Fluo4 calcium, HEK293 TRPC4beta/mu-opioid cells | B-score at 10 µM | DAMGO-evoked Fluo4 calcium flux; hits give low values | hit rate 0.39% among 300,000 | Short transient receptor potential channel 4 (Mus musculus), Q9QUQ5 | AID 2247, 2010;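 active = B-score over 3 SD under the library average, no early fluorescence shift, positive overall ratio signal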
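System: stable TRPC4beta/mu-opioid receptor HEK293 cells; Dosing: single-point compound dosing; Measured by: Fluo4 Ca2+ flux fluorescence; Read-out basis: per-well B score of integrated baseline-normalized Fluo4 ratio.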
TRPC6 act – mouse TRPC6 channel activators, primary screen, cell-based, HEK293, membrane potential dye; HEK293-TRPC6 membrane potential dye fluorescence; hits give high values; B-score at 10 µM; hit rate 0.13% among 310,000; AID 2550, 2010;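 active = B-score of the integrated fluorescence ratio above library mean plus 3 SD, and starting fluorescence ratio within library mean plus 5 SD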;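 also: higher score means more depolarization so channel activation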
MrgX1 antag – antagonists of human MrgX1 receptor, primary screen, HEK293 cells, Fluo-4 calcium flux; BAM8-22 antagonism; hits give low values; AID 588676, 2011; hit rate 1.3% among 310,000; B-score at 10 µM; Mas-related G-protein coupled receptor member X1 (Homo sapiens), Q96LB2;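 active = calcium-response B-score plate-corrected more than 3 library SD below zero, starting fluorescence within 5 deviations, no agonist response on first addition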;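 also: peak minus trough fluorescence over baseline after final BAM8-22 challenge near maximal dose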
MrgX1 PAM – positive allosteric modulators of MrgX1, primary screen, HEK293 cells, Fluo-4 calcium flux | FDSS; hits give high values | hit rate 0.63% among 310,000 | B-score at 10 µM | Mas-related G-protein coupled receptor member X1 (Homo sapiens), Q96LB2;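 active = plate-corrected calcium response at least 3 library SD above typical, normal starting fluorescence, not activating the receptor alone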;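 also: compound read alongside a low EC10 to EC30 dose of BAM8-22 agonist; peak minus trough fluorescence over baseline measured at the second addition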
RGS4 pot – RGS4 potentiators or activators, primary screen, cell-based, HEK293 M3R inducible RGS4, calcium flux | AID 463111, 2010 | hit rate 0.92% among 310,000 | B-score at 10 µM | carbachol calcium flux Fluo4; hits give low values;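 active = B-score of the integrated calcium signal more than 4 SD below the library mean, with starting fluorescence not abnormally high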;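 also: negative B-score means reduced calcium response which marks RGS4 activation or potentiation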
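System: HEK293 FlpIn-TREx cells, stable M3R, doxycycline-inducible RGS4. Timing: overnight RGS4 induction, 30 min dye load 37 °C, 20 min compound RT. Also added: carbachol, ECmax concentration. Measured by: Fluo4 fluorescence kinetic imaging of calcium. Evaluation: integrated calcium ratio converted to B score.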
SKKanGAS inh – S. pyogenes SKKanGAS growth inhibitors in kanamycin, primary screen, streptokinase expression inhibitor project, SKKanGAS strain, BacTiter-Glo luminescence. 6 h. inhibition, % at 7.5 µM. hit rate 1.3% among 300,000;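 active = mean replicate score, as percent of positive control median, at least 50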;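 also: strain carries kanamycin resistance gene driven by streptokinase promoter and grows in 40 µg/ml kanamycin; loss of luminescence reflects streptokinase promoter inhibition or plain growth inhibition; 0% = median of DMSO wells and 100% = positive control at its reference dose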
* marks the source's active call; other numbers are inactive results; i = inactive; · = no result given.

SMILES	HIF activator	RGS4 block	MrgX1 agonist	Platelet DG rel	TRPC6 inh	TRPC4 block	TRPC6 act	MrgX1 antag	MrgX1 PAM	RGS4 pot	SKKanGAS inh
CC(=O)Nc1ccc(C(=O)CSc2nnc(-c3ccc(O)cc3)n2CC2CCCO2)cc1 (configuration not stated)	0.0	i	i	-8	i	i	i	i	i	i	0
O=C(O)c1ccccc1N1C(=O)c2cccc3cccc(c23)C1=O	0.7	i	i	-5	i	i	i	i	i	i	15
COC(=O)c1cccc(NC(=O)c2cnoc2C)c1	0.0	i	i	0	i	i	i	i	i	i	-4
Cc1cc(Br)ccc1S(=O)(=O)NCc1ccccc1	-0.2	i	i	-4	i	i	i	i	i	i	18
O=C(Nc1ccc(F)cc1)N1CCN(c2ccc(F)cc2)CC1	0.1	i	i	9	i	i	i	i	i	i	3
Cc1ccc(NC(=O)CSCC(=O)Nc2cc(C(F)(F)F)ccc2N2CCOCC2)cc1	-1.0	i	i	-36	i	i	i	i	i	i	-6
COc1ccc(NC(=O)CC(c2ccco2)C(C)C)cc1 (configuration not stated)	0.3	i	i	6	i	i	i	i	i	i	-7
CS(=O)(=O)N(CC(=O)NCc1ccncc1)c1cc(Cl)ccc1Cl	-0.3	i	i	8	i	i	i	i	i	i	-5
CCOC(=O)[C@@H]1[C@H]2COc3ccc(Br)cc3[C@@H]2N2C(=O)N(c3cccc(F)c3)C(=O)[C@]12C	-0.3	i	i	-2	i	i	i	i	i	i	7
COc1ccc(OC)c(-c2csc(NC(=O)Cc3ccccc3)n2)c1	0.6	i	i	2	i	i	i	i	i	i	27
CCCn1c(SCC(=O)Nc2cccc(NC(C)=O)c2)nnc1C(C)C	-0.2	i	i	5	i	i	i	i	i	i	3
S=C(Nc1ccc(Cl)cc1Cl)N1CCCC1	-0.2	i	i	-13	i	i	i	i	i	i	6
COc1cccc(CC(=O)n2nc(N)c3cc4ccc(OC)cc4nc32)c1	-0.7	i	i	-2	i	i	i	i	i	i	-8
CC(=O)Nc1c(Cl)n(C(C)=O)c2ccccc12	0.1	·	i	3	·	·	·	i	i	·	2
CCn1cc(CNC(=O)c2cccc([N+](=O)[O-])c2)c(C)n1	0.3	i	i	5	i	i	i	i	i	i	-7
Cc1cc(C)cc(NC(=O)CSc2nnc(CNC(=O)c3ccco3)o2)c1	-0.2	i	i	-7	i	i	i	i	i	i	-10
C/C(=N\NC(=O)c1nc2ccccn2c1C)c1ccc2c(c1)OCO2	0.0	i	i	2	i	i	i	i	i	i	-3
CCCCN1C(=O)C2NN=C(C(=O)OCC)C2C1=O (configuration not stated)	-0.2	i	i	-4	i	i	i	i	i	i	4
CCN1CCCn2c1nc1c2c(=O)n(C)c(=O)n1C	-0.4	i	i	3	i	i	i	i	i	i	7
CCN(Cc1ccc(OC)c(COC)c1)CC1CCCN(CCc2cccc(F)c2)C1 (configuration not stated)	-25	i	i	-11	i	i	i	i	i	i	0
CCCC(=O)Nc1c(-c2cccs2)c(=O)c2ccccc2n1CC	-0.4	i	i	6	i	i	i	i	i	i	-6
Cc1ccc(CNC(=O)C2CCN(c3nnc(N4CCCC4=O)s3)CC2)cc1	-0.4	i	i	1	i	i	i	i	i	i	-6
CCSc1nnc2ccc(-c3ccc(C)cc3)nn12	2.1	i	i	2	i	i	i	i	i	i	0
Cc1ccc(NC(=O)C(=O)NCc2ccncc2)cc1	0.0	i	i	0	i	i	i	i	i	i	-4
Nn1c(SCc2cn3cc(Cl)ccc3n2)nnc1-c1ccncc1	0.1	i	i	1	i	i	i	i	i	i	-3

4 structures already listed, sorted by number of heavy atoms, low to high.
SMILES	HIF activator	RGS4 block	MrgX1 agonist	Platelet DG rel	TRPC6 inh	TRPC4 block	TRPC6 act	MrgX1 antag	MrgX1 PAM	RGS4 pot	SKKanGAS inh
Cc1ccc(NC(=O)C(=O)NCc2ccncc2)cc1	0.0	i	i	0	i	i	i	i	i	i	-4
COc1ccc(NC(=O)CC(c2ccco2)C(C)C)cc1 (configuration not stated)	0.3	i	i	6	i	i	i	i	i	i	-7
O=C(Nc1ccc(F)cc1)N1CCN(c2ccc(F)cc2)CC1	0.1	i	i	9	i	i	i	i	i	i	3
Cc1ccc(CNC(=O)C2CCN(c3nnc(N4CCCC4=O)s3)CC2)cc1	-0.4	i	i	1	i	i	i	i	i	i	-6

Later entries
SMILES	HIF activator	RGS4 block	MrgX1 agonist	Platelet DG rel	TRPC6 inh	TRPC4 block	TRPC6 act	MrgX1 antag	MrgX1 PAM	RGS4 pot	SKKanGAS inh
CC(C)[C@H](N)C(=O)NC[C@H](CC(=O)NC[C@H]1CC[C@H](C(=O)O)CC1)c1ccc(Cl)cc1	0.0	i	i	4	i	i	i	i	i	i	-1
CCOC(=O)CC1(NC(=O)C2CCC(=O)N(Cc3ccccc3F)C2)CCCCC1 (configuration not stated)	1.1	i	i	-7	i	i	i	i	i	i	-8
CC(SCc1ccccc1)C(=O)Nc1ccccc1 (configuration not stated)	-0.8	i	i	-7	i	i	i	i	i	i	2
CCn1nnc(NC(=O)c2ccc([N+](=O)[O-])o2)n1	-0.2	i	i	2	i	i	i	i	i	i	0
CC(C)(C)NC(=O)CCSc1nnc(-c2ccco2)o1	1.2	i	i	0	i	i	i	i	i	i	3
CCS(=O)(=O)c1ccc(O)c(NC(=O)Nc2ccccc2OC)c1	-0.3	i	i	3	i	i	i	i	i	i	-7
Cn1c(SCc2ccccc2)nnc1C1CCCNC1 (configuration not stated)	-0.8	i	i	2	i	i	i	i	i	i	0
O=C(NCCc1ccccc1)C(c1ccccc1F)N(C(=O)c1csnn1)C1CC1 (configuration not stated)	0.8	i	i	2	i	i	i	i	i	i	6
N#Cc1nc(-c2ccco2)oc1NCc1ccc(F)cc1	-0.2	i	i	-8	i	i	i	i	i	i	-5
CCOc1ccc(CCNC(=O)C2CCCN(c3nn4c(=O)cc(C)nc4s3)C2)cc1OCC (configuration not stated)	-0.1	i	i	-1	i	i	i	i	i	i	-1
CN(CC(=O)N1CCN(c2ncccn2)CC1)S(=O)(=O)c1ccc(Cl)cc1	0.0	i	i	1	i	i	i	i	i	i	-5
CCOP(=O)(OCC)C(NC(=O)Nc1ccc(Cl)c(Cl)c1)c1ccccc1 (configuration not stated)	0.1	i	i	0	i	i	i	i	i	i	5
COc1ccccc1NC(=O)CSc1n[nH]c(-c2cccnc2)n1	-8.7	i	i	-2	i	i	i	i	i	i	-2
CCN(CC(=O)NC(C)(C)C)C(=O)CCl	-0.4	i	i	-2	i	i	i	i	i	i	-15
CN(C)C(CNC(=O)c1ccc2nc[nH]c2c1)c1ccccc1 (configuration not stated)	1.1	i	i	-1	i	i	i	i	i	i	-1
CC(=O)N1N=C(c2ccccc2)CC1c1cn(Cc2ccccc2)c2ccccc12 (configuration not stated)	0.9	i	i	-2	i	i	i	-4.6*	i	i	46
O=C(O)c1ccc(/C=C2\CCCc3c2nc2ccccc2c3C(=O)O)cc1	-0.6	i	i	-5	i	i	i	i	i	i	-1
CSc1ccccc1C(=O)NCc1ccc(F)cc1	0.3	i	i	-5	i	i	i	i	i	i	12
COc1ccc2[nH]c(C(=O)NCCN3CCOCC3)cc2c1	-0.1	i	i	-9	i	i	i	i	i	i	-2
CC(C)c1ccccc1NC(=O)COC(=O)c1cc(=O)[nH]c(=O)[nH]1	0.0	i	i	0	i	i	i	i	i	i	-9
O=C(O)CN1C(=O)c2cccc(Oc3ccc(Cl)cc3)c2C1=O	0.3	i	i	5	i	i	i	i	i	i	-6
Cn1c(C(=O)N[C@@H](C(=O)O)c2ccccc2)cc2cc(Cl)ccc21	0.3	i	i	6	i	i	i	i	i	i	8
N#Cc1c(SCC(=O)N2CCCCC2)nsc1SCC(=O)N1CCCCC1	1.1	i	i	1	i	i	i	i	i	i	0
COc1ccccc1S(=O)(=O)Nc1cc(C)nn1-c1ccc(C)cc1	-0.1	i	i	-6	i	i	i	i	i	i	3
O=C(NNC(=O)C1CC1)c1cc2cc3ccccc3nc2s1	0.4	i	i	4	i	i	i	i	i	i	12
Further records
SMILES	HIF activator	RGS4 block	MrgX1 agonist	Platelet DG rel	TRPC6 inh	TRPC4 block	TRPC6 act	MrgX1 antag	MrgX1 PAM	RGS4 pot	SKKanGAS inh
O=C(NCC(c1ccco1)N1CCOCC1)c1ccc(Cl)cc1 (configuration not stated)	1.3	i	i	·	i	i	i	i	i	i	2
COCc1cc(C)nc(N/N=C/c2ccc(-c3ccc(Cl)cc3[N+](=O)[O-])o2)c1C#N	-0.1	i	·	-5	i	i	i	·	·	i	-7
Cc1ccc(NC(=O)c2ccc(COc3ccc4c(c3)CCC4)cc2)c(C)c1	-0.9	i	i	-5	i	i	i	i	i	i	-3
Cc1ccsc1/C=N/NC(=O)c1nnn(-c2nonc2N)c1CN(C)c1ccccc1	-0.4	i	i	-1	i	i	i	i	i	i	24
Cc1ccc(N=C2C(=S)N(c3ccc(C)cc3)C(=N)N2/N=C/c2ccc(Cl)cc2)cc1	4.6	i	i	11	i	i	i	i	i	i	19
O=C(/C=C/c1ccco1)c1cccnc1	-0.4	i	i	-7	i	i	i	i	i	i	-4
COc1ccc(CN(CCC#N)CCC2(c3ccccc3)CC(C)N(C)CC2C)cc1OC (configuration not stated)	-0.4	i	i	-17	i	i	i	i	i	i	1
COCCn1cnnc1SCC(=O)Nc1cccc(S(=O)(=O)N2CCCCCC2)c1	-0.3	i	i	-4	i	i	i	i	i	i	4
S=C1SCN(Cc2ccccc2)CN1Cc1ccccc1	1.8	i	·	-2	i	i	i	·	·	i	5
Cc1ccc(-n2ncc(C(=O)N3CCN(C(=O)c4ccco4)CC3)c2C2CCN(C(=O)OC(C)(C)C)CC2)cc1C	-0.1	i	i	-2	-5.6*	i	i	i	i	i	2
Cc1ccccc1-n1ncc2c1CC(C)(C)CC2NC(=O)CCC(F)(F)F (configuration not stated)	-0.4	i	i	-8	i	i	i	i	9.8*	i	4
